Screening results as filed in PubChem BioAssay.
KOR beta-arrestin-1: KOR agonists, beta-arrestin recruitment, primary screen, cell-based, luminescence, uHTS (AID 1777); hit rate 0.02% among 280,000; one-dose activation, % at 10 µM; EC50 in µM for titrated hits; KOR beta-arrestin recruitment, luminescence; higher % means a stronger effect; in the data active = activation above about 50%, passing the limit was not always enough; also: a part of the inactive calls stands beside numbers as strong as those of hits
SIAH1 antagonists: blockers of Siah-1 interaction with plectin peptide – biochemical, fluorescence polarization, rhodamine-plectin, uHTS, primary screen (AID 1817). Siah-1 / rhodamine-plectin peptide fluorescence polarization; higher % means a stronger effect. hit rate 0.02% among 290,000. displacement, % at 20 µM, or IC50 in µM where a hit was titrated;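 active = displacement of at least 50% at 20 µM, with a fluorescence ratio check between 0.3 and a set limit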;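 also: plate controls were Siah plus tracer with DMSO for no effect and tracer alone without Siah for full effect; strong numbers were not always called active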
NOD1 NF-kB reporter: NOD1 signaling inhibitors, primary screen, cell-based, luminescence, uHTS (AID 1578); NOD1-driven NF-kB luciferase reporter cells, luminescence; higher % means a stronger effect; inhibition, % at 4 µM, or EC50 in µM where a hit was titrated; hit rate 1% among 290,000; in the data active = inhibition mostly above about 36%, no sharp cut-off; inactive = mostly below about 34%;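 also: HEK-293T reporter cells stimulated with the NOD1 agonist gamma-tri-DAP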
GPR55 LPI antagonism: GPR55 antagonists blocking LPI-driven arrestin recruitment, primary screen, imaging, U2OS, beta-arrestin-GFP, LPI agonist (AID 2013); U2OS GPR55 beta-arrestin-GFP translocation imaging, LPI antagonism; higher % means a stronger effect; one-dose inhibition, % at 10 µM; IC50 in µM for titrated hits; hit rate 0.13% among 290,000;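 active = spots per cell inhibited over 60%, with over 100 cells counted and total cytoplasm intensity under 500,000; inconclusive = wells with under 100 cells, flagged as likely toxic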;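 also: U2OS cells stably carrying GPR55 and arrestin-GFP stimulated by 5 µM LPI near EC80; imaged beta-arrestin-GFP aggregate spots per cell after agonist stimulation; plate controls were LPI-stimulated DMSO wells for no effect and DMSO wells without LPI for full effect; some results filed as inactive read as strong as hits; confirmed hits need IC50 under 10 µM and bright autofluorescent wells are also inconclusive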
AID2073: inhibitors of Mint1-CaV2.2 protein interaction, biochemical, HTRF (AID 2073); hit rate 0.19% among 290,000; HTRF protein-protein interaction, Mint1-CaV2.2; higher % means a stronger effect; inhibition, % at 20 µM, or IC50 in µM where a hit was titrated; in the data active = inhibition mostly above about 51%, no sharp cut-off; inconclusive = no clear call, values can overlap the other calls; inactive = mostly below about 53%; also: some results filed as inactive read as strong as hits
GPR55 beta-arrestin: selective activators of receptor GPR55 – imaging, U2OS cells, beta-arrestin-GFP redistribution, primary screen (AID 1961) | one-dose activation, % at 10 µM; EC50 in µM for titrated hits | U2OS GPR55 beta-arrestin-GFP redistribution imaging; higher % means a stronger effect | hit rate 0.048% among 290,000;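 active = activation above 40% with more than 50 cells counted in the well; inconclusive = wells holding fewer than 50 cells, flagged as toxic or sparse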;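 also: U2OS osteosarcoma cells stably expressing GPR55 and beta-arrestin-GFP; plate controls were DMSO negative control for no effect and LPI positive control for full effect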
GPR35 antagonists: GPR35 antagonists blocking zaprinast-driven arrestin recruitment, primary screen, imaging, U2OS, beta-arrestin-GFP, zaprinast agonist (AID 2058); one-dose inhibition, % at 10 µM; IC50 in µM for titrated hits; U2OS GPR35 beta-arrestin-GFP translocation imaging, zaprinast antagonism; higher % means a stronger effect; hit rate 0.052% among 290,000;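 active = inhibition of at least 50% with at least 30 cells and total cytoplasm GFP at most 10,000,000; inconclusive = under 30 cells or total GFP of 10,000,000 plus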
HIV fusion peptide: cell-free HIV fusion peptide-binding blockers – biochemical, uHTS, fluorescence dequenching, primary screen (AID 1986). hit rate 0.3% among 290,000. one-dose inhibition, % at 20 µM; IC50 in µM for titrated hits. cell-free peptide binding, fluorescence dequenching, 30 min; higher % means a stronger effect; in the data active = inhibition mostly above about 52%, no sharp cut-off; inactive = mostly below about 76%; also: some results filed as inactive read as strong as hits
KOR beta-arrestin-2: kappa opioid receptor blockers – cell-based, luminescence, uHTS (AID 1778). KOR beta-arrestin recruitment, luminescence, antagonist mode; higher % means a stronger effect. one-dose inhibition, % at 10 µM; IC50 in µM for titrated hits. hit rate 0.091% among 290,000; in the data active = inhibition above about 50%; also: strong numbers were not always called active
Numbers without * were called inactive; ? = inconclusive; . = no result given; [ ] = remark or other dose. An excerpt, so the mix of outcomes need not match the whole.

Order of results: KOR beta-arrestin-1	SIAH1 antagonists	NOD1 NF-kB reporter	GPR55 LPI antagonism	AID2073	GPR55 beta-arrestin	GPR35 antagonists	HIV fusion peptide	KOR beta-arrestin-2
1. Cc1nc(SCC(=O)c2ccc(F)c(F)c2)[nH]c(=O)c1Oc1ccc(F)cc1
  0.4%	4%	0%	-14%	-11%	0.7%	-6%	6.1%	-2%
2. CCc1cc2c(=O)nc3n(c2s1)Cc1ccccc1/C3=C(/O)c1ccc(F)cc1
  -1.4%	-5%	-42%	-4%	?	0.0%	-10%	1.5%	-29%
3. COc1ccc(OC)c(C(c2nnnn2C2CCCC2)N2CCc3ccccc3C2)c1 (configuration not stated)
  0.6%	-1%	9%	-3%	1%	-0.1%	10%	-2.9%	26%
4. COCCCC1CCN(C(=O)C2CCC(=O)N(C3CCCCCC3)C2)CC1 (configuration not stated)
  -3.2%	4%	-20%	-2%	2%	-0.1%	3%	1.7%	21%
5. O=C(O)C(C(=O)/C=C/c1ccco1)=C1SCCS1
  4.8%	-1%	-29%	16%	3%	-0.1%	1%	12%	30%
6. CCOC(=O)c1cc(NC(=O)c2ccccc2)c(=O)oc1-c1ccccc1
  1.2%	0%	14%	-6%	26%	0.0%	6%	1.4%	16%
7. CC(NC(=S)Nc1ccccc1)C1COc2ccccc2O1 (configuration not stated)
  0.7%	-1%	-8%	20%	2%	0.6%	-3%	0.5%	-10%
8. Cc1ccc(C)c(CN2CCC(CNC(=O)Nc3ccc(C)c(F)c3)CC2)c1
  -6.0%	-6%	3%	50%	7%	-0.3%	-3%	-1.0%	-10%
9. COc1cc(/C(C)=N/N2CCOCC2)cc(OC)c1OC
  -1.5%	0%	-23%	8%	1%	-0.6%	4%	-1.9%	-13%
10. O=C1CCN(Cc2ccccc2)C(=O)N1c1ccccc1
  2.0%	-1%	0%	0%	-1%	-0.2%	-1%	1.0%	8%
11. N#C/C(=C\c1cccc([N+](=O)[O-])c1)c1nnc2n1CCCCC2
  20%	13%	9%	6%	9%	0.9%	2%	1.7%	-37%
12. CC(C)(C)NC(=O)C(c1ccc(F)cc1)N(C(=O)CCC(=O)Nc1ccccn1)C1CCCC1 (configuration not stated)
  -2.4%	11%	-12%	4%	-3%	0.7%	11%	-1.5%	-15%
13. COc1ccc(OCCCn2cccc2/C=C2/C(=N)N3OC(C)=CC3=NC2=O)cc1
  -6.6%	4%	-19%	-1%	1%	0.2%	13%	-0.2%	-8%
14. CN(C)C(=O)CSc1nc2ccccc2n1CC(=O)N1CCN(c2ccccc2)CC1
  .	1%	5%	7%	2%	0.0%	-10%	-0.2%	.
15. Cc1ccnc(NC(=O)c2ccc3c(c2)C(=O)N(CC2CCCO2)C3=O)c1 (configuration not stated)
  1.9%	1%	-26%	7%	-10%	0.5%	-4%	-0.3%	-61%[20 µM]
16. CN(C)S(=O)(=O)c1cccc(C(=O)Nc2ccc(S(=O)(=O)N3CCCC3)cc2)c1
  -2.5%	0%	-29%	0%	8%	-0.5%	-9%	-1.3%	0%
17. Cc1ccc(NC(=O)CSc2nnc3n2CCCCC3)cc1
  3.1%	5%	-5%	5%	1%	-0.2%	-5%	1.4%	-21%
18. Cc1ccc(C(=O)CSC2=C(C#N)C(c3ccco3)C3=C(CCCC3=O)N2)cc1 (configuration not stated)
  13%	-3%	-27%	0%	-7%	-0.1%	2%	0.2%	-72%
19. O=C(Nc1ccc(N2CCOCC2)nc1)c1ccc(C(F)(F)F)cc1
  -4.8%	-1%	37%	-1%	16%	2.5%	-1%	2.6%	3%
20. O=C1COc2ccc(C(=O)COC(=O)CNC(=O)C3CCCCC3)cc2N1
  1.9%	3%	-20%	-31%	18%	1.2%	-3%	-1.8%	-23%
21. CS(=O)(=O)N1CCCC(C(=O)NC2CCCCCCC2)C1 (configuration not stated)
  -1.1%	10%	-12%	4%	-3%	-0.1%	6%	-1.9%	30%
22. CC(=O)Nc1ccc(NC(=O)CN2C(=O)COc3ccc(S(=O)(=O)N4CCOCC4)cc32)cc1
  1.6%	3%	-27%	9%	-5%	0.3%	6%	-0.8%	-39%
23. Cc1ccc(OCc2cc(C(=O)N3CCC(Oc4cccnc4)CC3)no2)cc1C
  1.1%	4%	-4%	3%	4%	-0.3%	-5%	-1.4%	-13%
24. CCOc1nc(NCCO)nc(Nc2cc(Cl)ccc2OC)n1
  .	7%	-31%	7%	2%	-0.1%	-4%	1.1%	11%[20 µM]
25. CCCC(=O)NCC(c1cccs1)S(=O)(=O)c1ccc(C)cc1 (configuration not stated)
  -1.4%	6%	-30%	-2%	-5%	-0.2%	2%	-0.8%	-79%
26. CCCCNC(=O)C(Sc1ccccc1)c1ccccc1 (configuration not stated)
  5.7%	-1%	-8%	-9%	-5%	0.1%	-12%	0.5%	16%
27. COC(=O)c1[nH]c2ccccc2c1NC(=O)CN1CCN(Cc2ccc3c(c2)OCO3)CC1
  1.0%	0%	3%	24%	22%	0.2%	-2%	-2.4%	-15%
28. Cc1cc2ncn(C(=O)N3CCCC3)c2cc1C
  -1.6%	7%	-39%	-6%	1%	-0.3%	0%	0.7%	-13%
29. O=[N+]([O-])c1cc(Cl)ccc1N1CCCC1
  -3.1%	7%	-27%	7%	-2%	-0.2%	4%	-1.5%	3%[20 µM]
30. O=C(CSc1cn[nH]n1)Nc1ccccc1C(F)(F)F
  2.9%	-1%	-20%	-11%	-7%	-0.2%	-5%	-0.5%	-26%
31. COC(=O)C1=CN(Cc2ccc(C)cc2)C=C(C(=O)OC)C1c1cc(OC)c(OC)c(OC)c1
  0.1%	-1%	-7%	-3%	6%	-0.3%	9%	-0.6%	-53%[20 µM]
32. O=C(Nc1ccccc1C(=O)NCC1CCCO1)c1ccccc1 (configuration not stated)
  0.9%	-2%	-8%	23%	0%	-0.2%	2%	-0.6%	20%
33. C=CCc1cccc2cc(C(=O)OCC(=O)c3ccccc3)c(=O)oc12
  0.6%	-1%	0%	-1%	1%	0.1%	-8%	2.6%	-25%
34. c1ccc2sc(SCc3ccc(-c4nnco4)cc3)nc2c1
  0.7%	0%	-43%	3%	-4%	0.7%	-19%	-1.2%	-29%
35. CC(=O)Nc1ccc(S(=O)(=O)NC(C)c2nc(-c3ccccc3)no2)cc1 (configuration not stated)
  -3.8%	-1%	3%	5%	16%	-0.2%	23%	-0.8%	15%
36. COc1ccc(CO/N=C/c2c(C)[nH]c(=O)[nH]c2=O)cc1
  -0.7%	16%	2%	11%	0%	0.2%	-2%	-1.6%	15%
37. COC(CN1C(=O)C(O)=C(C(C)=O)C1c1ccccn1)OC (configuration not stated)
  -0.2%	-1%	12%	3%	-1%	0.0%	21%	-1.5%	1%
38. CC(NC(=O)c1cc(Br)cs1)C1CCCO1 (configuration not stated)
  -5.2%	-2%	14%	-3%	-5%	0.3%	-3%	0.1%	-20%[20 µM]
39. O=C(Nc1ccc(S(=O)(=O)N2CCCCCC2)cc1)c1ccc(Br)o1
  -2.6%	-1%	26%	-12%	21%	-0.1%	-17%	3.0%	22%
40. CCOc1ccccc1CN1CCN(C/C=C/c2ccc(OC)cc2)CC1CCO (configuration not stated)
  -3.4%	0%	9%	11%	-5%	-0.3%	1%	-1.2%	-5%
41. COc1ccc(/C(C)=N\O)cc1OC
  -0.3%	9%	-6%	2%	6%	0.2%	12%	0.7%	27%
42. CCCCCC(=O)NC(=S)NC1C2CC3CC(C2)CC1C3 (configuration not stated)
  -1.9%	0%	-4%	30%	23%	0.2%	16%	1.0%	61%
43. COc1cccc(NC(=O)C2COc3ccccc3O2)c1 (configuration not stated)
  3.0%	-10%	104%*	3%	-5%	-0.2%	7%	-1.3%	11%[20 µM]
44. COc1cc2c(=O)n(-c3ccc(C)cc3)c(=O)n(CC(=O)c3ccc4c(c3)OCO4)c2cc1OC
  -3.8%	-5%	-12%	8%	2%	-0.1%	22%	-1.5%	-21%
45. CN(C)c1cccc(C(=O)OCC(=O)Nc2ccccc2Cl)c1
  8.4%	-3%	-36%	-1%	16%	-0.3%	-3%	-1.4%	-39%
46. Cc1ccc2[nH]c(C(=O)NN=C3CCCCC3)c(-c3ccccc3)c2c1
  -1.2%	-4%	10%	2%	-12%	-0.1%	-2%	-2.7%	-27%[20 µM]
47. COc1ccc(C(=O)OCC(=O)Nc2cc(C)on2)c(OC)c1OC
  -4.6%	-1%	-24%	3%	0%	-0.3%	6%	-2.0%	3%
48. CCn1c(CCNC(=O)c2cccs2)nnc1SCC(=O)Nc1ccc(Cl)cc1
  -3.1%	5%	-30%	11%	1%	0.3%	-2%	-1.7%	5%
49. CC(=O)NC1C(=O)N=C(SCC(=O)NCc2ccccc2)NC1=O (configuration not stated)
  0.1%	1%	-21%	6%	-24%	-0.3%	14%	1.5%	-5%
50. COC(=O)[C@H]1C[C@@H]1[C@H](NS(=O)(=O)c1ccc2ccccc2c1)c1ccccc1
  0.0%	0%	-23%	0%	2%	-0.1%	13%	3.1%	-11%
51. C[C@@H]1CC=C[C@H]2[C@H]1C(=O)N(Cc1ccccc1)[C@H]2c1ccc(-c2ccc(F)cc2)cc1F
  -2.9%	0%	13%	5%	-3%	-0.1%	-9%	1.0%	9%
52. CC(=O)N(Cc1cc2cc(C)c(C)cc2n2nnnc12)CC1COCCO1 (configuration not stated)
  1.1%	0%	-4%	3%	-3%	0.0%	2%	-2.0%	3%
53. CC1(C)CC(=O)C2=C(C1)N(c1ccc(F)cc1)C(=O)CC2c1cccnc1 (configuration not stated)
  -2.8%	0%	-4%	10%	5%	-0.1%	-3%	0.2%	12%
54. COc1ccc(/C=C/C(=O)C2(O)CCCCC2)cc1OC
  -7.1%	-2%	-9%	8%	12%	-0.3%	-7%	-1.4%	-1%
55. O=C(Nc1nnc(-c2ccccc2F)s1)c1cccnc1
  -1.5%	4%	-32%	6%	9%	0.0%	-2%	0.6%	-1%
56. CC(C)(C=O)C1=CC(=O)c2ccccc2C1=O
  3.8%	-3%	53%	22%	-14%	15%	79%*	9.9%	-55%

Quoted from above: nos. 49 to 50
Order of results: KOR beta-arrestin-1	SIAH1 antagonists	NOD1 NF-kB reporter	GPR55 LPI antagonism	AID2073	GPR55 beta-arrestin	GPR35 antagonists	HIV fusion peptide	KOR beta-arrestin-2
49. CC(=O)NC1C(=O)N=C(SCC(=O)NCc2ccccc2)NC1=O (configuration not stated)
  0.1%	1%	-21%	6%	-24%	-0.3%	14%	1.5%	-5%
50. COC(=O)[C@H]1C[C@@H]1[C@H](NS(=O)(=O)c1ccc2ccccc2c1)c1ccccc1
  0.0%	0%	-23%	0%	2%	-0.1%	13%	3.1%	-11%
